Compound activity: PubChem, several laboratories
Wee1 degr inh – human Wee1 degradation inhibition, primary screen; P30291; HeLa Luc-Wee1K328M stability, luciferase luminescence; 100% = proteasome inhibitor MG132 effect; reporter increase, % at 5 µM; actives 1.2% (n = 220,000); AID 1321;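 active = activation above the mean of all tested compounds plus 3 SD, set per screening run, cut at about 8.8% in these data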;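 also: cells exposed to compound for 20 h before luminescence read; 0% = DMSO alone and 100% = MG132 at 30 µM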
Target sequence (P30291 whole entry K328M): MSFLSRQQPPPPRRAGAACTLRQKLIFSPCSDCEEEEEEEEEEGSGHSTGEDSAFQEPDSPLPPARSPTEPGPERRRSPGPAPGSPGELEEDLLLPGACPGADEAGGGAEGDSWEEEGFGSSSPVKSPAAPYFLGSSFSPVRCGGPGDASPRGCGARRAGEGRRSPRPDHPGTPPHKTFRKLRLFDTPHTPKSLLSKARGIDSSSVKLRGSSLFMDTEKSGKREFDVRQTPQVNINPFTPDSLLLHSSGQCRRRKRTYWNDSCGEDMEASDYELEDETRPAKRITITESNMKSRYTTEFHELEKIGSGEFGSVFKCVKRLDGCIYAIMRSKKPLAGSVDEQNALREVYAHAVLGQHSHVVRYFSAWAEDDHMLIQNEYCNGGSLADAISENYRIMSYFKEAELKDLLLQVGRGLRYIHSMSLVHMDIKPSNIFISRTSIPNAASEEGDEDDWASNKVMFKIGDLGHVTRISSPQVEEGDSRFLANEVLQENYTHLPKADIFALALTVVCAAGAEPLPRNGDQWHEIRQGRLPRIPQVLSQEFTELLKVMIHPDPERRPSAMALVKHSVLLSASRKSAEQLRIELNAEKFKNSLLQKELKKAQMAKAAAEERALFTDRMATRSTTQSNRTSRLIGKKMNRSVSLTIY
PPC-1+TRAIL kill – PPC-1 cancer cell killing with TRAIL present. PPC-1 cells + TRAIL, ATPLite viability luminescence. cell killing (% activity), % at 4 µM. AID 1443. actives 0.41% (n = 220,000);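 active = cell killing above 50% in the first pass at 4 µM, then a duplicate retest at 5 µM averaging 50% or more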;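 also: plate controls were cells with TRAIL plus DMSO for no effect and medium-only wells lacking cells for full effect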
BaF3 parental – reduces parental Ba/F3 cell viability, JAK2V617F counter-screen; CellTiter-Glo ATP luminescence; inhibition, % at 5.6 µM; actives 1.1% (n = 220,000); AID 1486;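 active = inhibition above a per-campaign cutoff, the mean inhibition of all tested compounds plus 3 SD, cut at about 27% in these data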;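 also: 0% = DMSO wells and 100% = JAK Inhibitor I control wells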
Ba/F3 V617F tox – reduce viability of Ba/F3 cells dependent on JAK2V617F; Ba/F3 EpoR-JAK2V617F viability, ATP luminescence; actives 1.1% (n = 220,000); inhibition, % at 5.6 µM; AID 1446;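 active = inhibition above the campaign mean plus 3 SD over all tested compounds, cut at about 24% in these data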;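 also: cytokine-independent growth of Ba/F3 cells driven by EpoR plus mutant JAK2; 0% = DMSO-treated cells and 100% = JAK inhibitor I control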
TNF death inh – blocks TNF-alpha induced death of Jurkat FADD-/- cells; actives 0.068% (n = 220,000); activation (protection from cell death), % at 10 µM; Jurkat FADD-/- TNF necroptosis rescue, ATP luminescence, 24 h; 0 = TNF only, 100 = no-TNF cells;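 active = activation, meaning protection from cell death, of at least 50% relative to plate controls; inactive = activation below 50%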;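 also: necroptosis triggered by 40 ng/mL TNF-alpha added together with compound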
zfTRPN1 agonist – activates the zebrafish TRPN1 channel; HEK293 zebrafish TRPN1-YFP, Fluo-8 calcium fluorescence; 100% = response to 87 µM carbachol; activation, % at 3 µM; actives 0.18% (n = 220,000);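 active = activation above its plate's cutoff, the mean activation of test wells on that plate plus 3 SD, cut at about 19% in these data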;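 also: 0% = DMSO alone and 100% = 87 µM carbachol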
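Assay system: Zebrafish TRPN1-YFP in HEK293 cells | Incubation: Dye loading 1 h at 37 °C, then 30 min room temperature | Measured by: Kinetic Fluo-8 fluorescence, ex 470-495, em 515-575 nm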
CHOP inhibitor – inhibitors of CHOP induction in ER stress response. actives 3.8% (n = 220,000). inhibition, % at 10 µM. CHO-K1 CHOP-promoter luciferase, tunicamycin-induced, 15-18 h. AID 2732;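 active = compounds that reduced the stress-induced luciferase reporter signal by more than about 70% of percent inhibition, limit read from the data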;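 also: 0% = tunicamycin plus vehicle and 100% = wells without tunicamycin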
TRPML3 agonist – agonists of human TRPML3 channel; AID 1448; HEK293 TRPML3-YFP, Fluo-8 calcium fluorescence; 100% = the carbachol control signal; actives 0.29% (n = 220,000); Q8TDD5; activation, % at 3 µM;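 active = activation above its plate's cutoff, the mean activation of the plate's test wells plus 3 SD, cut at about 12% in these data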;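 also: 0% = DMSO only wells and 100% = carbachol wells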
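Test system: HEK293 cells stably carrying human TRPML3-YFP; Doses: single dose, 3 µM final nominal compound, 0.3% DMSO final; Schedule: dye loading 1 h 37 °C then 30 min ambient, 125 s read; Technique: Fluo-8 calcium fluorescence; Benchmarks: high control carbachol 87 µM, low control DMSO.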
RBBP9 inh – inhibitors of human serine hydrolase RBBP9; O75884; recombinant RBBP9, FP-Rh probe fluorescence polarization; inhibition, % at 7.94 µM; actives 0.2% (n = 220,000); AID 1515;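 active = inhibition above the campaign mean of all tested compounds plus 3 SD, cut at about 14% in these data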;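 also: plate controls were DMSO wells with RBBP9 for no effect and wells lacking RBBP9 protein for full effect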
Target sequence (O75884 whole entry, looked up): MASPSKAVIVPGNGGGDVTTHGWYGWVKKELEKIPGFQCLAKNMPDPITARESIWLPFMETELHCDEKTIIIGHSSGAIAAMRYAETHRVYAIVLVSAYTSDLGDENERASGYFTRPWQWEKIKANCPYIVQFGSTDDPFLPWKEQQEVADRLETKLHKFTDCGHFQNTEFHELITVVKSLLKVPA
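System: RBBP9 protein / Buffer or medium: Tris/NaCl buffer pH 8.0 with 0.1% Pluronic / Probe or stimulus: Serine-hydrolase probe FP-Rh, 375 nM pre-mixing / Dosing: 7.94 µM single dose, 0.794% DMSO / Times: enzyme-compound preincubation 30 min, then probe labeling 45 min, 25 °C / Technique: fluorescence polarization (mP), excitation 525 nm, emission 598 nm / Replication: singlicate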
Numbers without * were called inactive; . = no result given. Not a hit list; any-hit rate near 6.8%.

SMILES	Wee1 degr inh	PPC-1+TRAIL kill	BaF3 parental	Ba/F3 V617F tox	TNF death inh	zfTRPN1 agonist	CHOP inhibitor	TRPML3 agonist	RBBP9 inh
Cn1c(=O)c2c(nc(SCC(=O)OCc3ccccc3)n2C)n(C)c1=O	2	-2	0	1	-2.6	0.3	22	1.1	-6
CN1C(=O)CC(C(=O)Nc2ccc(F)cc2)SC1=Nc1ccc2c(c1)OCO2 (configuration not stated)	-3	28	3	0	0.2	0.5	68	-0.1	2
CCCCn1c(=O)n(CC(=O)Nc2c(CC)cccc2CC)c(=O)c2c1nc(CO)n2CCC	0	-2	2	1	0.2	0.2	17	0.7	-2
O=[N+]([O-])c1ccc(C=Nc2cccc3ccccc23)s1	0	12	7	-2	-5.2	0.4	-2	-0.2	3
OC(CN1c2ccccc2Sc2ccccc21)Cn1nnc2ccccc21 (configuration not stated)	2	-13	-1	-3	-2.7	1.0	63	0.0	2
O=C(NC1CCCCC1)C(c1ccncc1)N(Cc1ccc2c(c1)OCO2)C(=O)C(F)(F)F (configuration not stated)	2	9	1	-2	0.0	0.0	-26	0.3	-6
COc1ccc2c(c1)C=C(C(=O)NCc1ccc(Cl)cc1)CO2	1	-16	-1	1	-2.0	1.2	55	-0.9	-4
NC(=O)CN1CCN(c2ccccc2F)CC1	3	1	3	0	0.8	0.5	-14	1.3	-7
Cc1ccc([N+](=O)[O-])cc1-c1ccc(/C=N/NC(=O)c2cc3c(ccc4ccccc43)o2)o1	0	11	7	7	2.2	0.1	22	0.0	-6
COc1cccc(/C=N/NC(=O)Cn2nc(C)c([N+](=O)[O-])c2C)c1O	-1	18	6	3	-8.9	0.4	51	0.6	2
COc1cccc(C(C(=O)NC(C)(C)C)N(C(=O)CCC(=O)Nc2cc(C)on2)C(C)(C)C)c1OC (configuration not stated)	1	11	2	0	0.2	-0.8	-8	-0.3	-8
COC(=O)CCSc1cc([N+](=O)[O-])cc2c1c(C1OCCO1)nn2-c1ccccc1	3	12	6	5	-1.3	-1.7	6	-0.1	-5
COc1ccc(-n2nc(C(=O)NCC(=O)Nc3ccccn3)c3ccccc3c2=O)cc1	-4	11	7	4	-1.4	0.4	34	0.2	-5
CC1(C)Cc2c(c(N3CCCC3)nc3sc4c(N5CCN(CCO)CC5)ncnc4c23)CO1	-3	.	5	2	-8.0	-0.5	27	-0.1	-11
NC(=O)CSC1=N/C(=C\c2ccco2)C(=O)N1c1ccc(OC(F)F)cc1	-3	13	3	3	2.0	2.1	28	0.6	-2
CN1CCN(S(=O)(=O)CC2(C)C3CCC2(C)C(=O)C3Br)CC1 (configuration not stated)	-1	-13	0	-2	0.9	-0.2	-3	1.1	-9
COc1ccccc1OCC(=O)NC1CCCCCC1	3	6	2	-5	2.1	0.7	34	0.6	-1
Cc1ccc(C(=O)NCC(=O)N/N=C/c2cccs2)cc1C	1	29	2	-2	0.9	0.0	-4	0.1	1
Cc1cc(NC(=O)CSc2nc3ccccc3c(=O)n2C2CCCC2)no1	-1	2	8	13	-16	-0.6	.	0.0	-9
CN(C)C=NC(=O)/C(C#N)=C/c1ccccc1	4	4	-1	3	1.9	0.2	-11	0.1	-13
COc1cc2c(cc1OC)C(c1cccs1)NCC2 (configuration not stated)	1	16	8	-2	0.7	2.0	5	0.4	-4
COC(=O)c1cc(NC(=O)Cc2cc(OC)c(OC)c(OC)c2)cc(C(=O)OC)c1	-1	-27	5	-1	3.6	0.2	17	-0.1	-8
Cc1cc(-c2n[nH]c(=S)n2/N=C/c2ccco2)n[nH]1	2	4	-5	0	0.4	-0.2	-11	0.8	-9
O=C(Cn1ncc(N2CCOCC2)c(Cl)c1=O)c1ccc(Cl)cc1	0	-12	4	-1	-0.7	1.6	25	0.9	-1
Cc1ccc(C(=O)NNc2c3ccccc3nc3ccccc23)cc1	-2	21	2	2	-6.3	-4.0	26	-2.2	2

Next part
SMILES	Wee1 degr inh	PPC-1+TRAIL kill	BaF3 parental	Ba/F3 V617F tox	TNF death inh	zfTRPN1 agonist	CHOP inhibitor	TRPML3 agonist	RBBP9 inh
CN(C)c1nc2ccccc2c(N)c1-c1ccccc1	-2	7	8	4	2.6	0.9	-6	0.7	-5
COc1ccc(/C=C(\C#N)C(=O)NCCc2ccccc2)cc1OCc1ccccc1	4	40	10	4	-0.6	0.3	-1	0.8	-9
CCN(CC)S(=O)(=O)c1cccc(NC(=O)COC(=O)c2cc(C)oc2C)c1	0	21	9	-2	-1.2	0.6	72*	-0.2	-11
CCC(Sc1nc2ccccc2c(=O)n1CC1CCCO1)C(=O)NCc1cccnc1 (configuration not stated)	1	-2	-1	3	0.3	2.4	24	0.5	-8
COCCN(C(=O)CSc1nnc(Nc2ccccc2F)s1)c1c(N)n(Cc2ccccc2)c(=O)[nH]c1=O	-1	17	1	-2	0.1	-0.9	-7	0.7	-3
Cc1ccc(C(=O)NCCSC(C)(C)C)cc1	-2	-6	7	-2	0.6	-0.2	7	0.3	2
Cc1ccc(S(=O)(=O)Cn2nnnc2C(CC(C)C)N2CCN(c3ccccc3)CC2)cc1 (configuration not stated)	-1	18	5	-5	-0.2	0.1	-15	0.6	-8
Cc1ccc(Sc2nc(C)c([N+](=O)[O-])c(C)c2C#N)cc1	1	35	0	-3	5.8	-0.6	43	-0.1	-10
CCc1nnc(NC(=O)C(=O)NCCOC(=O)c2ccccc2)s1	-3	9	6	2	1.2	-0.3	15	0.7	-5
CCN(CC)C1CCS(=O)(=O)C1 (configuration not stated)	-2	38	5	4	0.9	1.4	6	0.6	-7
CC(=O)Cc1nsc(NC(=O)c2csc3c2CCCC3)n1	-1	18	4	5	-2.5	0.8	37	-0.2	-10
Cc1ccc(NC(=O)COc2ccccc2C(=O)Nc2ccccc2)cc1Cl	-1	8	9	4	2.7	1.6	43	-0.1	-15
COc1ccc(N2CC(C(=O)Nc3ccccc3C(=O)NCc3ccco3)CC2=O)cc1 (configuration not stated)	5	22	6	-2	-0.1	0.5	29	0.8	-4
COc1cc(C(=O)Nc2nc3ccc(S(C)(=O)=O)cc3s2)cc(OC)c1C	6	11	-3	1	7.0	-0.2	22	0.0	-13
Cc1ccc(CS(=O)(=O)Cc2ccc(C(=O)NCCCN3CCOCC3)o2)cc1	-2	11	0	-2	1.8	0.5	17	0.5	-10
CCC(C)(C)n1nnnc1CN1CCN(c2nc3cc(OC)ccc3cc2C#N)CC1	-1	-5	3	-2	-10	-1.0	33	-0.5	-1
CCNC(=S)NNC(=O)c1ccc(OC(F)F)cc1	-2	14	4	-3	-1.6	-0.5	-6	0.7	1
CCCN1C(=O)c2cc(C(=O)NCCc3cccc(C)c3)ccc2C1O (configuration not stated)	0	0	3	-3	0.8	1.0	22	0.4	-3
CNc1nc(SC(C)C(=O)Nc2ccc(Cl)c(Cl)c2)nc(N2CCOCC2)n1 (configuration not stated)	0	9	4	1	0.6	1.3	56	0.8	-10
CCCOc1ccc(C2NC(=O)NC(c3ccccc3)=C2C(C)=O)cc1OCC (configuration not stated)	5	10	3	-2	0.4	-0.7	-14	1.6	3
O=C(CCc1ccccc1)NC(c1cccs1)c1cc(Cl)c2cccnc2c1O (configuration not stated)	-2	26	1	-1	-18	0.3	89*	0.8	-4
CCOc1ncccc1C(=O)OCC(=O)N1CC(=O)Nc2ccccc21	-1	4	2	2	0.6	1.0	26	-0.1	-9
CN(c1ccc(C(=O)NCCSCc2ccc(Cl)cc2)cc1)S(=O)(=O)c1ccccc1	-1	17	7	-3	1.5	-0.5	38	0.5	-16
Cc1ccc(CSc2ncnc3c2cnn3Cc2ccccc2)cc1	2	-6	3	-6	0.0	-0.3	56	0.7	-2
O=C(NCCc1ccccc1)c1ccc(-c2ccccc2C(F)(F)F)o1	-2	-9	3	-3	1.5	-1.1	45	0.0	-6

Additional compounds:
SMILES	Wee1 degr inh	PPC-1+TRAIL kill	BaF3 parental	Ba/F3 V617F tox	TNF death inh	zfTRPN1 agonist	CHOP inhibitor	TRPML3 agonist	RBBP9 inh
O=C(CCc1ccccc1)N/N=C/c1cccc(O)c1	0	18	2	2	-0.5	-0.5	17	0.2	-2
NC(=O)[C@@H]1CCCNc2c(F)cc([N+](=O)[O-])cc2C(=O)N[C@@H](CO)C(=O)NCC(=O)N1	-1	-1	5	0	1.4	0.7	9	0.9	3
CC(=O)Nc1ccc(S(=O)(=O)Nc2cccc(-c3nc4ccccc4o3)c2)cc1	-3	6	6	0	-0.7	2.0	-3	1.6	-20
O=C(c1ccc(CSc2ccc(Cl)cc2)cc1)N1CCOCC1	0	40	0	-2	-0.6	4.5	19	0.9	0
Cc1c(Cl)cccc1NC(=S)N1CCC(C(N)=O)(N2CCCCC2)CC1	-3	-3	1	5	-0.1	-1.2	8	0.2	-3
Cc1cccc(N(C(=O)CCC(=O)Nc2ccccn2)C(C(=O)NC(C)C)c2ccc(O)cc2)c1 (configuration not stated)	2	23	5	-2	-2.1	1.2	28	0.0	0
Cn1cc(CNCCN2CCCCC2=O)c(-c2cccc(Cl)c2)n1	0	-13	8	-5	1.8	1.4	-6	1.3	-5
COC(=O)c1ccc(NC(=O)CSc2nnc(-c3ccncc3)n2N)cc1	0	14	-2	-1	1.6	-0.3	29	0.1	-7
C=CCn1c(=S)[nH]c2scc(-c3ccc(C)o3)c2c1=O	3	-6	7	2	-0.3	2.1	-21	-0.2	-20
CC1(C)Cc2noc(N)c2C(C)(C)N1OC(=O)c1cccs1	1	30	2	-3	-1.4	-1.1	23	-0.4	2
CC(=O)OCCn1c(C)[n+](CCOC(C)=O)c2cc(Cl)c(Cl)cc21	2	8	2	-1	0.0	0.0	13	-0.2	-9
CCOC(=O)c1c(C)[nH]c(C(=O)COC(=O)/C=C/c2ccc3c(c2)OCO3)c1C	-1	15	5	-1	-2.2	0.7	25	1.0	-4
CC(C)c1ccc(-c2nc3c([nH]2)c(=O)n(C)c(=O)n3C)cc1	4	19	2	-3	-0.5	2.0	52	1.0	0

4 compounds drawn at random from those above:
SMILES	Wee1 degr inh	PPC-1+TRAIL kill	BaF3 parental	Ba/F3 V617F tox	TNF death inh	zfTRPN1 agonist	CHOP inhibitor	TRPML3 agonist	RBBP9 inh
C=CCn1c(=S)[nH]c2scc(-c3ccc(C)o3)c2c1=O	3	-6	7	2	-0.3	2.1	-21	-0.2	-20
COC(=O)c1ccc(NC(=O)CSc2nnc(-c3ccncc3)n2N)cc1	0	14	-2	-1	1.6	-0.3	29	0.1	-7
NC(=O)[C@@H]1CCCNc2c(F)cc([N+](=O)[O-])cc2C(=O)N[C@@H](CO)C(=O)NCC(=O)N1	-1	-1	5	0	1.4	0.7	9	0.9	3
O=C(c1ccc(CSc2ccc(Cl)cc2)cc1)N1CCOCC1	0	40	0	-2	-0.6	4.5	19	0.9	0
